hgDAF-12 ag: agonists of H. glycines DAF-12 nuclear receptor | HEK293 GAL4-hgDAF12 UAS-luciferase reporter, agonist luminescence; normalized to butyrate control | activation, % at 6.8 µM | 1.8% of 370,000 active | AID 687014;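 active = activation above a cutoff set at the mean of all screened compounds plus 3 SD, cut at about 10% in these data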;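 also: 0% = DMSO wells and 100% = sodium butyrate wells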
sPLA2-III inh: Inhibits HGIII-sPLA2 liposome hydrolysis, primary screen | Q9NZ20 | QFRET BODIPY PC-A2 liposome hydrolysis, fluorescence | inhibition, % at 12.2 µM | 0.56% of 370,000 active | AID 743126;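 active = inhibition above mean plus 3 SD of compounds lying within the high and low control bounds, cut at about 19% in these data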;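 also: 0% = median of test compound wells and 100% = no enzyme DMSO wells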
DAX1 inh-1: inhibitors of DAX1 repression of SF-1 activated StAR promoter | HEK293T StAR-luciferase reporter, SF-1/DAX-1 repression relief | inhibition, % at 6.8 µM | 1.1% of 370,000 active | AID 652010;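 active = inhibition above the mean over all tested compounds plus 3 SD, cut at about 3.6% in these data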;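 also: 0% = DAX-1 cells with DMSO and 100% = cells lacking DAX-1 with DMSO; higher inhibition means more luminescence from relief of DAX-1 repression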
ssDAF12 agonist: activators of S. stercoralis DAF-12 nuclear receptor. 1% of 370,000 active. activation, % at 6.8 µM. AID 652126. HEK293 ssDAF-12/GRIP1 lit1-tk-luc reporter, luminescence; % of 3 µM dafachronic acid response;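 active = activation above the mean over all tested compounds plus 3 SD, cut at about 0.9% in these data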;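 also: 0% = DMSO-only wells and 100% = 3 µM delta7-dafachronic acid wells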
PLCb3 inh: PLC-beta3 (human) inhibition, primary screen. Q01970. Purified PLC-beta3, fluorogenic substrate, fluorescence. inhibition, % at 12.2 µM. 0.18% of 370,000 active. AID 720704; in the data active = inhibition above about 11%;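 also: 0% = median of compound wells on plate and 100% = full blocker control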
DAX1 inh-2: inhibits human nuclear receptor DAX1; 0.99% of 340,000 active; inhibition, % at 6.75 µM; AID 504766; HEK293 Gal4-DAX1 luciferase reporter, luminescence;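 active = inhibition above the mean over all tested compounds plus 3 SD, cut at about 4.2% in these data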;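 also: 0% = DAX1-transfected cells with DMSO and 100% = empty-vector control cells with DMSO; inhibition shows as a rise in luminescence from relieved DAX1 repression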
Target sequence (P51843 207-470 limits assumed): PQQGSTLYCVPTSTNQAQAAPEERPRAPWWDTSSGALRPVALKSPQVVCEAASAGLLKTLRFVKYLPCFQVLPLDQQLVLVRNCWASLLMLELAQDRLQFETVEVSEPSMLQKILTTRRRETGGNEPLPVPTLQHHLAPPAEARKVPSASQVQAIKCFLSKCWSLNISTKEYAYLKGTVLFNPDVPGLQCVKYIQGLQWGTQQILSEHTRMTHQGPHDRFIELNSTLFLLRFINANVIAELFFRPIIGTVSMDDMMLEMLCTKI
hcDAF-12 act: activates DAF-12 receptor from parasite H. contortus; 1.4% of 370,000 active; HEK293 hcDAF-12 lit1-tk-luc reporter, luminescence; 0% DMSO, 100% Δ7-dafachronic acid; activation, % at 6.8 µM;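 active = activation above the mean of all tested compounds plus 3 SD, cut at about 5.5% in these data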;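 also: 100% = response to 3 µM Δ7-dafachronic acid high control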
GAA850 FXN act: increases GAA850 frataxin promoter reporter activity; AID 540364; activation, % at 6 µM; HEK293 lucGAA850 FXN promoter luciferase reporter, 24 h; percent of 10 µM SAHA response; 0.56% of 360,000 active;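 active = activation above the average of all compounds screened plus 3 SD, cutoff fixed separately per campaign, cut at about 7.5% in these data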;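 also: 0% = DMSO wells and 100% = 10 µM SAHA wells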
SMARCA2 act: SMARCA2 function activation, primary screen. MG213 cells, MMTV-luciferase reporter, dexamethasone, overnight. activation, % at 9.1 µM. 1% of 370,000 active; in the data active = activation above about 7.8%;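 also: 0% = vehicle wells and 100% = reference activator wells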
PG9 Ab binder: PG9 antibody binding by small molecule | 0.43% of 360,000 active | TR-FRET gp120-PG9 antibody binding | inhibition, % at 6.7 µM; in the data active = inhibition above about 8.5%
NR1D1 modulator: modulates human Rev-erb alpha binding to DNA; P20393; Rev-erbα–FITC-DNA binding, fluorescence polarization, 90 min; activity, % at 10 µM; 0.79% of 370,000 active;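 active = activity above about 14%, limit read from the data; passing the limit was not always enough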;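 also: 0% = DMSO wells with 35 nM protein and 100% = DMSO wells with 750 nM protein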
Target sequence (P20393 whole entry, looked up): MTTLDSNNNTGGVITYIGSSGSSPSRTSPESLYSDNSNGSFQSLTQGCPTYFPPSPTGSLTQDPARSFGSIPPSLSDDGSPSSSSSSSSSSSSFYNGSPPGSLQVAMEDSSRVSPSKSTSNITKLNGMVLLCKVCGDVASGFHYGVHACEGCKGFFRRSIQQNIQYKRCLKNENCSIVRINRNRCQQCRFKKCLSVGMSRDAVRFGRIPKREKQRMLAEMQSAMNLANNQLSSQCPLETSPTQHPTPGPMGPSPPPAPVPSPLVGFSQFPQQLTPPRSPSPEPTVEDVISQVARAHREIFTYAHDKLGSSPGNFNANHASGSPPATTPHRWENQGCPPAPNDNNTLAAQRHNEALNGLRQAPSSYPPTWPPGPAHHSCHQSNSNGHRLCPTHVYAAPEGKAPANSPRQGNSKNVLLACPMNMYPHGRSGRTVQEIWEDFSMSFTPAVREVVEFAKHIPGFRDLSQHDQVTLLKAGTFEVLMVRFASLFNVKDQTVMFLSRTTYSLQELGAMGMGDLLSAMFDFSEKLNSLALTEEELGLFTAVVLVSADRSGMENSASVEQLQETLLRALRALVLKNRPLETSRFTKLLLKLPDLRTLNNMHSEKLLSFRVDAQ
The depositor's hits bear a star; i = inactive; nt = no result given. Rows are unselected; about 7% have a hit in one of these screens.

SMILES	hgDAF-12 ag	sPLA2-III inh	DAX1 inh-1	ssDAF12 agonist	PLCb3 inh	DAX1 inh-2	hcDAF-12 act	GAA850 FXN act	SMARCA2 act	PG9 Ab binder	NR1D1 modulator
O=C(O)c1nc(NCCc2ccccc2)ncc1Cl	-0.3	4	0.3	-0.6	-49	1.1	-0.1	1.6	6	-2.1	-6
CCn1c(=O)cc(OCC(=O)Nc2cccnc2)c2ccccc21	-1.0	2	0.6	-1.1	0	0.5	-0.5	2.1	0	-0.5	4
CC(C)c1ccc(C2CC(=O)N3CN(Cc4ccco4)CSC3=C2C#N)cc1 (stereo unspecified)	5.9	-12	-0.4	-0.4	-11	2.9	-0.4	5.1	-3	0.4	-1
Brc1cnc(N2CCOCC2)nc1N1CCCCC1	-2.4	2	0.5	-0.7	0	1.4	0.2	3.3	-1	0.1	-2
O=C(CSc1nnc(-c2ccncc2)n1CCc1ccccc1)NCc1ccccc1	0.1	-4	-0.4	-0.7	2	0.8	-0.1	-0.2	-1	1.4	-4
CC(c1ccccc1)n1ccnc1CO (stereo unspecified)	2.8	7	-0.7	-0.8	0	1.5	-0.9	1.2	-2	3.7	6
COc1ccc(-c2nc3c(Cl)cc(C(F)(F)F)cn3c2Cc2cccc(Cl)c2)cc1OC	1.5	-2	0.7	-0.8	-10	nt	-0.1	nt	2	3.2	1
COC(=O)[C@]12C[C@H](CC(=O)NCc3cccc4ccccc34)C(=O)N(Cc3ccc(Cl)cc3Cl)C1=C[C@H](C1CCCC1)O[C@@H]2C	3.9	-8	0.4	-1.0	-1	nt	-1.2	nt	-2	nt	9
O=C(Nc1ccc(N2CCN(Cc3ccccc3F)CC2)cc1)c1ccccc1[N+](=O)[O-]	-3.2	-3	-0.5	-1.6	-1	0.1	-2.4	-0.7	-5	0.1	-1
CC(=O)N1c2c(cc(Br)cc2S(=O)(=O)NCc2cccnc2)CC1C (stereo unspecified)	-0.3	6	-1.0	-0.9	2	-0.6	-0.7	0.6	-1	0.9	nt
COc1ccc(NC(C)=O)cc1NC(=O)c1cccc(S(=O)(=O)N2CCN(Cc3ccccc3)CC2)c1	1.0	-2	-0.7	-0.7	-3	0.0	-1.7	-0.7	-1	-0.1	0
Cc1c(CN(C)Cc2cn(C)nc2-c2ccccc2F)[nH]c2ccccc12	0.3	-14	0.3	-0.6	-12	0.9	1.2	1.6	0	-1.9	4
O=C(NC1(C(F)(F)F)NC(=O)N(c2ccccc2F)C1=O)c1ccncc1 (stereo unspecified)	2.0	6	0.7	-0.3	2	-1.2	2.1	0.6	-1	-1.2	-3
COc1ccc(-c2n[nH]c(C)c2-c2cc(OC)ccc2O)cc1	2.1	-16	-0.7	-0.8	-3	0.2	-0.7	-1.4	-1	-2.8	-3
O=C1c2ccccc2C(=O)N1CCc1nn[nH]n1	-0.4	2	-0.3	-1.2	-1	1.9	0.3	-1.5	0	-2.8	2
O=C(CN1CCc2onc(-c3ccc(-n4cc(-c5ccccc5)nn4)cc3)c2C1=O)N1CCOCC1	2.1	-1	2.5	-0.7	1	nt	0.8	nt	2	nt	-1
CCc1nc2c(OCCOc3ccc(F)cc3)cccn2c1N(C)C(=O)c1ccc(C)cc1	-2.5	-1	-0.7	-1.8	5	nt	-0.9	-1.5	-3	-1.7	2
O=C(O)Cc1ccc(NC(=O)C(c2ccccc2)c2ccccc2)cc1	-0.9	-2	0.2	-1.4	-1	-0.6	0.2	0.1	-4	-1.1	-5
COc1cccc(Nc2nc(C(N)Cc3ccccc3)cs2)n1 (stereo unspecified)	0.5	7	-0.7	-1.5	2	nt	-0.2	-0.4	0	0.0	4
Cc1ccc(NC(=O)COC(=O)c2ccc3c(c2)OCO3)cc1S(=O)(=O)N1CCCCC1	0.9	-33	0.1	-0.1	0	0.3	-0.8	1.9	-2	-0.8	0
OC(COc1cccc2ccccc12)CN1CCN(c2ccccn2)CC1 (stereo unspecified)	1.6	-16	0.4	-0.7	-3	0.1	0.7	-2.4	-1	-0.6	3
COc1ccc(C(=O)N(CN2CCCC2=O)c2nccs2)cc1OC	1.7	11	-1.3	-1.6	-83	-0.4	-0.8	-1.1	-4	1.7	0
C=CCn1c(=O)c2ccccc2n2c(SCc3cc(=O)n4ccsc4n3)nnc12	0.1	1	-0.4	-0.8	-2	-0.5	-2.0	-0.6	0	-1.6	2
CC(c1ccccc1)N1CNc2c(c(=O)n(C)c(=O)n2C)C1 (stereo unspecified)	0.0	-1	-0.1	-1.3	-1	1.4	-2.2	-0.9	-1	-0.3	3
COc1ccc(Cl)cc1NC(=O)NC(C)C	-5.2	5	-0.5	-1.5	1	-2.0	-1.1	-0.5	4	-0.3	-1

Four compounds picked at random from the list so far:
SMILES	hgDAF-12 ag	sPLA2-III inh	DAX1 inh-1	ssDAF12 agonist	PLCb3 inh	DAX1 inh-2	hcDAF-12 act	GAA850 FXN act	SMARCA2 act	PG9 Ab binder	NR1D1 modulator
COc1ccc(-c2n[nH]c(C)c2-c2cc(OC)ccc2O)cc1	2.1	-16	-0.7	-0.8	-3	0.2	-0.7	-1.4	-1	-2.8	-3
Brc1cnc(N2CCOCC2)nc1N1CCCCC1	-2.4	2	0.5	-0.7	0	1.4	0.2	3.3	-1	0.1	-2
O=C(CN1CCc2onc(-c3ccc(-n4cc(-c5ccccc5)nn4)cc3)c2C1=O)N1CCOCC1	2.1	-1	2.5	-0.7	1	nt	0.8	nt	2	nt	-1
Cc1ccc(NC(=O)COC(=O)c2ccc3c(c2)OCO3)cc1S(=O)(=O)N1CCCCC1	0.9	-33	0.1	-0.1	0	0.3	-0.8	1.9	-2	-0.8	0

The listing picks up; the 2 compounds before the break are reprinted first.
SMILES	hgDAF-12 ag	sPLA2-III inh	DAX1 inh-1	ssDAF12 agonist	PLCb3 inh	DAX1 inh-2	hcDAF-12 act	GAA850 FXN act	SMARCA2 act	PG9 Ab binder	NR1D1 modulator
CC(c1ccccc1)N1CNc2c(c(=O)n(C)c(=O)n2C)C1 (stereo unspecified)	0.0	-1	-0.1	-1.3	-1	1.4	-2.2	-0.9	-1	-0.3	3
COc1ccc(Cl)cc1NC(=O)NC(C)C	-5.2	5	-0.5	-1.5	1	-2.0	-1.1	-0.5	4	-0.3	-1
CN1C(=O)c2ccc(NC(=O)C3CC3)cc2C1=O	-0.2	4	0.5	-0.4	i	-0.4	2.5	-2.0	0	0.6	-5
COc1ccc(-c2noc(-c3ccc(Br)o3)n2)cc1OC	-2.2	0	0.0	-1.2	1	0.2	-1.3	2.6	-1	-0.2	0
CN1C(C(=O)NCc2ccco2)=CC(c2ccc(F)cc2)=NS1(=O)=O	-1.1	0	-0.2	-0.8	-11	0.4	1.2	1.5	0	0.9	-6
Cc1noc(C)c1S(=O)(=O)Nc1c(C)n(C)n(-c2ccccc2)c1=O	-2.8	1	1.1	-0.6	1	0.6	0.1	-0.2	-2	3.4	-2
CCNC(=O)COC(=O)c1ccc(NS(=O)(=O)c2ccc3c(c2)OCCO3)cc1	-2.3	4	0.1	-1.3	10	0.0	-1.0	0.0	-7	-0.5	4
COc1ccc(NC(=O)COC(=O)CNC(=O)c2cccs2)cc1Cl	-1.8	-4	-1.3	-1.3	-5	0.1	-0.5	0.8	-3	1.3	0
O=C(N/N=C1/CCS(=O)(=O)c2ccc(F)cc21)c1ccccn1	9.0	1	1.8	-1.3	-333	1.1	0.5	3.3	-2	-0.2	-3
Cc1c(S(=O)(=O)N2CCCCC2)c(=O)n(C)c(=O)n1C	0.8	1	0.0	-0.9	-5	4.3*	2.1	0.3	0	0.7	-2
COc1cc(C)c(NC(=S)NCCCN2CCOCC2)cc1OC	-3.1	1	-0.8	-1.3	0	0.9	-1.1	0.4	4	-2.1	5
Cc1ccc2nc(-c3cccc(Br)c3)c(Cc3cccc(F)c3)n2c1	11*	6	4.3*	-0.1	-7	nt	2.0	nt	4	2.6	-1
O=C(CCc1ccccc1)NC(=S)Nc1cccc(C(=O)O)c1	8.7	-6	4.0*	0.0	-5	0.4	2.1	5.0	6	-1.4	2
CC1Oc2ccccc2C=C1/C=N/Nc1ccc(C(=O)O)cc1 (stereo unspecified)	15*	-63	6.3*	0.9*	-178	-1.1	6.9*	10*	-2	-1.1	10
COc1ccc(C(=O)OCC(=O)NCC2CCCO2)c(F)c1 (stereo unspecified)	1.1	6	-2.5	-1.2	-2	1.3	-2.0	-0.1	1	-1.6	-3
Cc1cc(-c2nn3c(C)nnc3s2)ccc1NC(=O)C(C)(C)C	12*	1	3.0	0.4	-1	0.9	5.3	2.7	3	-0.2	-2
O=S(=O)(Nc1cccc(F)c1)c1ccc(S(=O)(=O)N2CCOCC2)cc1	5.6	0	0.2	-1.5	-3	1.3	-0.3	-1.2	-6	1.7	4
O=C(COc1ccccc1-c1ccccc1)NN=C1CCCC1	-7.9	1	-0.2	-1.3	-1	-3.4	-2.8	-4.5	-1	1.4	3
O=c1cc(CN2CCCC2)c2c(ccc3ccccc32)o1	0.5	-14	-1.6	-0.1	-125	nt	-0.6	nt	-3	-0.4	0
CCSc1ncc(Cl)c(C(=O)N(Cc2ccc(N(C)C)cc2)C2CCS(=O)(=O)C2)n1 (stereo unspecified)	-3.7	-1	-0.1	-1.7	-1	-0.1	0.4	-2.4	3	0.9	0

From PubChem
